RSV antiviral HEp-2: inhibition of RSV-induced cytopathic effect – HEp-2 cells, primary 10 µM value included (AID 2391); one-dose CPE inhibition, % at 10 µM; IC50 in µM for titrated hits; HEp-2 cells, RSV-induced CPE inhibition; higher % means a stronger effect; 310,000 compounds, 0.13% hits; in the data active = a potency from the dose series; inconclusive = CPE inhibition mostly from about 23% at the one dose, without a potency; inactive = the rest, 99 in 100 with CPE inhibition below about 21%; note: strong numbers were not always called active
Autophagy HCS: autophagy modulation, high-content screen. AID 463193. calls only at 10 µM (by protocol). MEF GFP-LC3 puncta imaging; test concentration mostly 10 µM. 190,000 compounds, 0.98% hits;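 active = percentage of spot-positive cells more than 3 SD above its plate mean, without a fluorescence outlier flag or 80% toxicity; inconclusive = no clear call, values can overlap the other calls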;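 note: spot-positive cell cutoff set from DMSO-treated cells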
GPR35 antagonists: inhibition of zaprinast-stimulated GPR35 beta-arrestin translocation – imaging, U2OS, beta-arrestin-GFP, zaprinast agonist, primary screen (AID 2058); U2OS GPR35 beta-arrestin-GFP translocation imaging, zaprinast antagonism; higher % means a stronger effect; one-dose inhibition, % at 10 µM; IC50 in µM for titrated hits; 290,000 compounds, 0.052% hits;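 active = inhibition of at least 50% with at least 30 cells and total cytoplasm GFP at most 10,000,000; inconclusive = under 30 cells or total GFP of 10,000,000 plus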
AID2073: inhibitors of Mint1-CaV2.2 protein interaction, biochemical, HTRF (AID 2073); HTRF protein-protein interaction, Mint1-CaV2.2; higher % means a stronger effect; inhibition, % at 20 µM; hits with a dose series show IC50 in µM; 290,000 compounds, 0.19% hits; in the data active = inhibition mostly above about 51%, no sharp cut-off; inconclusive = no clear call, values can overlap the other calls; inactive = mostly below about 53%; note: some results filed as inactive read as strong as hits
LYP inhibition: inhibitors of LYP phosphatase, biochemical, fluorescence intensity, uHTS (AID 1779). inhibition, % at 11.5 µM, or IC50 in µM where a hit was titrated. recombinant LYP phosphatase, fluorescence intensity; higher % means a stronger effect. 290,000 compounds, 0.054% hits; in the data active = inhibition above about 50%;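 note: plate controls were vehicle with enzyme for no effect and no enzyme for full effect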
Dengue-2 NS5 capping: Dengue-2 NS5 methyltransferase inhibitors, primary screen, biochemical, confirmation dose response (AID 588689); inhibition, % at 25 µM, or IC50 in µM where a hit was titrated; 340,000 compounds, 0.3% hits; Dengue-2 NS5 methyltransferase capping enzyme assay, biochemical; higher % means a stronger effect; in the data active = a potency from the dose series; inconclusive = inhibition above about 29% without an active follow-up result
WT yeast gro inh: growth inhibition of WT yeast, mitochondrial fusion screen; mitochondrial fusion phenotypic screen, WT strain; inhibition, % at 10 µM; 190,000 compounds, 2.1% hits; AID 1362; in the data active = inhibition above about 58%; tested in S. cerevisiae
UTI89 phage lysis: protection from phage-mediated lysis, alamar blue read-out – E. coli UTI89, K1F phage, bacterial capsule biogenesis inhibitors (AID 488966); inhibition, % at 100 µM; hits with a dose series show IC50 in µM; 340,000 compounds, 0.02% hits; E. coli UTI89 K1F phage lysis, alamar blue, 2 h; higher % means a stronger effect;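 active = phage lysis inhibition, versus mean bacterial control, above a set limit; inconclusive = no clear call, values can overlap the other calls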;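 note: capsule biogenesis inhibitors block K1F phage lysis so surviving cells raise fluorescence; higher fluorescence means more inhibition of phage lysis; actives were called in the ten point dose series up to 300 µM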
NTR1 ag: NTR1-driven beta-arrestin-GFP spot formation – imaging, U2OS cells, high content, primary screen (AID 493036). P30989. agonist mode. activation, % at 20 µM. 330,000 compounds, 0.17% hits;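 active = activation at or above 40% of the spot to cytoplasm intensity ratio, with at least 20 cells analyzed; inconclusive = wells under 20 cells, flagged as cytotoxic or low count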;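 note: 0% = DMSO without peptide and 100% = 100 nM NTR1 peptide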
Target sequence (P30989 whole entry, looked up): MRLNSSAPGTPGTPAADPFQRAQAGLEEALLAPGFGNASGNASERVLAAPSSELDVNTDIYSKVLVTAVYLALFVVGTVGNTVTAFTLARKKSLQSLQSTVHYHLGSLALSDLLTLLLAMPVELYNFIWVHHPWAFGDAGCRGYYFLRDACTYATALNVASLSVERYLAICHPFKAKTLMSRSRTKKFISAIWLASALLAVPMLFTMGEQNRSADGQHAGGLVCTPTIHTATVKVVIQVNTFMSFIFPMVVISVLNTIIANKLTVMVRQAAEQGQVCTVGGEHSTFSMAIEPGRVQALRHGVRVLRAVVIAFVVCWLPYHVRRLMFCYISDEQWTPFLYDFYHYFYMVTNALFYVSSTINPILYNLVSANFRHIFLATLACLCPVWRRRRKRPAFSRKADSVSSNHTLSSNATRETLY
WT yeast gro inh mutant strain: second read-out of WT yeast gro inh, no call of its own (marks repeat the call); inhibition, %; mitochondrial fusion phenotypic screen, mutant strain inhibition
Autophagy HCS cell loss 18 h: further read-out of Autophagy HCS, marked with its call; toxicity, %; measured here: cell loss, nuclei count;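 cell loss after 18 h compound exposure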
NTR1 ag cell count 20 µM: recorded beside NTR1 ag, whose call it bears; cell count; measured here: cell count, cytotoxicity flag
Dengue-2 NS5 capping pilot replicate: recorded beside Dengue-2 NS5 capping, whose call it bears; inhibition, %; measured here: pilot screen replicate inhibition
The depositor's hits bear a star; i = inactive; ? = inconclusive; · = no result given; [ ] = another dose, or the depositor's remark. An unsorted share of the library (roughly 2.6% active in at least one column).

SMILES	RSV antiviral HEp-2	Autophagy HCS	Autophagy HCS cell loss 18 h	GPR35 antagonists	AID2073	LYP inhibition	Dengue-2 NS5 capping	WT yeast gro inh	WT yeast gro inh mutant strain	UTI89 phage lysis	NTR1 ag	NTR1 ag cell count 20 µM	others
COc1ccccc1CCCNC(=O)C1CCC(=O)N(CCCN2CCCC2=O)C1 (centres undefined)	2.1%	·	·	12%	-4%	-8%	4%	·	·	-0.4%	1.5	69
CC(C)c1ccc(NC(=O)C[n+]2ccn(C3=C([O-])c4ccccc4C3=O)c2)cc1	0.8%	i	-3	2%	6%	-2%	-1%	20	9	1.0%	0.8	44
COc1ccc2c(c1)cc(C(=O)O)n2C	-0.4%	i	-9	-2%	0%	-3%	-3%	-2	-16	0.4%	5.3	94
CCOC(=O)C1=C(COc2ccccc2)NC(=O)NC1c1cccc([N+](=O)[O-])c1 (centres undefined)	0.3%	·	·	16%	-5%	-12%	-2%	·	·	0.4%	-1.8	91
CCOc1cc(/C=N/Nc2cc(C)nc(-n3nc(C)cc3C)n2)ccc1O	-2.8%	·	·	2%	6%	4%	-3%	·	·	0.2%	11	53
CC(C)(C)C(=O)Nc1ccc(C(=O)N/N=C/c2ccccc2OC(=O)c2ccccc2)cc1	-3.8%	i	12	1%	6%	7%	1%	9	-5	0.8%	-0.3	46
Cc1c(F)cccc1NS(=O)(=O)c1ccc2c(c1)c(C)cc(=O)n2C	-0.7%	·	·	12%	10%	-5%	-5%	·	·	0.0%	2.0	82
NC(=O)N/N=C/c1ccc([N+](=O)[O-])o1	13%	·	·	·	·	·	2%	·	·	-15%	1.0	73
CCn1c(CNC(=O)COc2ccc(C(C)C)cc2)nnc1SCC(=O)NC1CCCCC1C (centres undefined)	5.0%	i	-1	12%	-9%	-3%	1%	-13	4	0.6%	0.0	53
C[C@@H]1CC=C[C@H]2[C@H]1C(=O)N(Cc1ccccc1)[C@H]2c1ccc(/C=C/c2ccccc2)cc1F	0.4%	·	·	-9%	15%	4%	3%	·	·	1.7%	-4.1	59
COc1cccc(CN(C)C(=O)c2cccc(OCc3ccccc3)c2)c1	19%	·	·	2%	17%	-3%	-10%	·	·	-0.3%	0.2	54
Cc1ccc(S(=O)(=O)N2CCOCC2)c2nsnc12	3.2%	i	2	10%	-4%	-7%	1%	-4	-9	0.5%	-1.0	67	Dengue-2 NS5 capping pilot replicate=-5.5
Cc1ccc(NC(=O)c2cc(S(=O)(=O)NCCC3=CCCCC3)ccc2F)cc1F	3.1%	i	-10	1%	-8%	0%	-1%	-7	-13	8.1%	22	41
CC1CN(C(=O)Cn2c(C(F)(F)F)nc3ccccc32)CC(C)O1 (centres undefined)	1.0%	i	0	-4%	-3%	-4%	-7%	-6	5	0.5%	-4.6	83
CCSc1ccc(-c2cccc([N+](=O)[O-])c2)nn1	3.6%	i	4	-1%	-7%	-6%	1%	-9	2	0.1%	1.5	49
O=C(Cc1ccc(-n2c(=S)[nH]c3ccccc3c2=O)cc1)N1CCN(c2ccccc2)CC1	16%	i	-4	-1%	-7%	-7%	-2%	-6	-2	-0.3%	1.1	68	Dengue-2 NS5 capping pilot replicate=4.5
CCOc1ccccc1NC(=O)CSc1c(C)n[nH]c1C	2.0%	i	-3	6%	25%	0%	2%	-11	-73	0.0%	-0.3	43
Cn1c(N/N=C/c2cccs2)nc2c1c(=O)n(Cc1ccccc1)c(=O)n2C	3.6%	i	10	-11%	0%	-5%	4%	-13	5	1.1%	0.2	59
CCOc1ccc2nc(N/C(N)=N/S(C)(=O)=O)nc(C)c2c1	9.2%	·	·	3%	2%	-10%	-8%	·	·	1.0%[50 µM]	-0.2	65
CCOC(=O)CC1Sc2ccccc2NC1=S (centres undefined)	1.3%	·	·	9%	7%	-4%	·	·	·	·	-0.3	58

The last 2 entries of the part above lead into the next:
SMILES	RSV antiviral HEp-2	Autophagy HCS	Autophagy HCS cell loss 18 h	GPR35 antagonists	AID2073	LYP inhibition	Dengue-2 NS5 capping	WT yeast gro inh	WT yeast gro inh mutant strain	UTI89 phage lysis	NTR1 ag	NTR1 ag cell count 20 µM	others
CCOc1ccc2nc(N/C(N)=N/S(C)(=O)=O)nc(C)c2c1	9.2%	·	·	3%	2%	-10%	-8%	·	·	1.0%[50 µM]	-0.2	65
CCOC(=O)CC1Sc2ccccc2NC1=S (centres undefined)	1.3%	·	·	9%	7%	-4%	·	·	·	·	-0.3	58
O=C(c1cnn2c(C(F)F)cc(C3CC3)nc12)N1CCOCC1	1.5%	i	-4	13%	6%	-2%	-3%	4	9	0.4%	-1.2	59
COc1cccc(Nc2ccc(C(=O)O)cc2[N+](=O)[O-])c1	2.1%	i	0	-4%	0%	0%	6%	-8	-6	1.9%	-0.9	76
CCCc1cc(=O)oc2cc(OCC(=O)N3CCOCC3)c(Cl)cc12	0.1%	·	·	7%	12%	-8%	-1%	·	·	0.8%	0.3	37
N#Cc1c(NC(=O)c2nc3ncccn3n2)sc2c1CCCCC2	4.1%	i	-6	-3%	-6%	-2%	0%	-9	-17	0.8%	1.3	57
O=C(NNS(=O)(=O)c1ccccc1)c1ccc(S(=O)(=O)N2CCCCC2)cc1	0.8%	i	-4	-1%	-1%	7%	-5%	1	-12	1.2%[50 µM]	1.1	53
COc1ccc(S(=O)(=O)N(C)c2ccc(C(=O)NCc3ccco3)cc2)cc1	2.0%	·	·	-5%	0%	-6%	-4%	·	·	0.7%[50 µM]	1.7	51
COc1ccc(C2c3sc(=O)[nH]c3SC3C4CCC(C4)C23)cc1 (centres undefined)	-0.3%	i	7	1%	-3%	3%	4%	65*	35*	-0.4%	3.8	40
CC(=O)N1CCN=C1SCc1cccc(Cl)c1	0.0%	·	·	17%	-2%	-8%	1%	·	·	0.2%	0.7	62
Cc1ccc2[nH]c3c(=S)nc[nH]c3c2c1	9.9%	i	8	12%	?	-8%	-1%	-2	5	4.0%	·	·
Cc1ccc(/C=C(/NC(=O)c2ccccc2)C(=O)NCCc2c[nH]c3ccccc23)o1	-0.5%	i	12	-12%	-7%	-2%	8%	25	-4	0.0%	1.8	47
CCOc1cc(CNCCc2ccc(S(N)(=O)=O)cc2)ccc1OCC(=O)NC1CCCCC1	-0.4%	i	-7	6%	0%	-3%	2%	4	23	0.6%	0.9	54
Cc1ccc(Cn2c(SCc3cccnc3)nc3c2c(=O)n(C)c(=O)n3C)cc1	0.0%	i	16	9%	4%	-6%	-3%	-5	-24	4.7%	0.4	41
O=C1Nc2ccccc2S/C1=C/c1cccs1	1.4%	·	·	-4%	2%	1%	-1%	·	·	2.3%	8.8	45
Cc1cc(NC(=O)CSc2nnc(CNC(=O)c3ccccc3)o2)no1	1.9%	·	·	5%	6%	-8%	2%	·	·	0.1%	0.0	50
CCC1CSC(Nc2ccc(C(=O)/C=C/c3ccc(Oc4ccccc4)cc3)cc2)=N1 (centres undefined)	?	i	3	0%	9%	-7%	4%	29	-5	2.7%[50 µM]	13	64
Cc1ccc(-c2nnn(CC(=O)Nc3nnc(C(C)C)s3)n2)cc1	0.3%	i	1	12%	-3%	-7%	-4%	-7	-22	-0.1%	-0.6	104
Cc1ccc(S(=O)(=O)N(C)C)cc1NC(=O)COC(=O)CNC(=O)C12CC3CC(CC(C3)C1)C2	-0.3%	·	·	·	·	·	0%	·	·	1.0%[50 µM]	-0.3	63
O=C(NC(=S)Nc1ccc(NC(=O)c2ccccc2)cc1)c1ccc(F)cc1	1.5%	·	·	-14%	?	-5%	-4%	·	·	0.3%	2.8	58
Oc1ccc(N=Cc2cc(Br)c(N3CCOCC3)o2)cc1	1.4%	i	3	-2%	0%	-10%	9%	-7	-4	-4.6%	0.5	39
CCN(CC)c1ccc(/C=N/n2nnnc2N)c(O)c1	3.7%	i	1	1%	-2%	0%	-10%	-19	3	1.3%	-0.5	76	Dengue-2 NS5 capping pilot replicate=-4.2
CCC(Oc1ccc(Br)cc1Cl)C(=O)Nc1nnc(C2CC2)s1 (centres undefined)	9.8%	·	·	-9%	2%	-5%	-3%	·	·	-0.3%	5.1	60
NC(=O)C1CCN(C(=O)C2CCC(=O)N(CC3CCCCC3)C2)CC1 (centres undefined)	0.5%	·	·	-6%	21%	-11%	-12%	·	·	0.0%	-0.6	66
CC(NC(=O)c1ccccc1OC(F)F)c1ccc(-n2ccnc2)cc1 (centres undefined)	1.4%	·	·	8%	8%	-2%	-3%	·	·	0.0%	-0.4	64
COc1ccc(CN(C(=O)c2snc(C(N)=O)c2N)C(C(=O)NC2CCCC2)c2ccco2)cc1 (centres undefined)	0.9%	·	·	-14%	13%	-2%	-8%	·	·	-0.2%	-0.2	52
Cc1ccc(CCSCC(=O)O)cn1	-0.4%	i	-5	-12%	-1%	-7%	-6%	1	8	0.1%	-0.7	88
CC(OC(=O)Cc1c[nH]c2ccccc12)C(=O)Nc1ccccc1[N+](=O)[O-] (centres undefined)	-1.6%	·	·	·	·	·	6%	·	·	0.3%[50 µM]	1.0	81
S=c1nc(-c2ccccc2)c(-c2ccccc2)n[nH]1	4.9%	·	·	10%	14%	-2%	-1%	·	·	0.2%	0.1	78
O=C(c1ccco1)N1CCN(S(=O)(=O)/C=C/c2ccccc2)CC1	-0.1%	i	13	-13%	4%	0%	-5%	4	3	0.0%	0.3	61
O=C(c1nnc(-c2ccccc2)o1)C1CC1	-0.1%	i	-13	-20%	1%	-6%	-1%	5	6	0.4%	5.1	43
O=C(COc1cc2oc(=O)c3c(c2cc1Cl)CCC3)NCCN1CCOCC1	6.5%	·	·	4%	1%	-6%	-4%	·	·	-0.1%	0.2	49
O=c1c2cc3c(cc2[nH]c(=S)n1C1CCN(Cc2ccccc2)CC1)OCO3	-0.2%	i	-3	8%	-20%	-2%	-9%	5	19	0.5%	7.5	57
Cc1ccc(S(=O)(=O)NNC(=O)c2ccoc2C)cc1	1.0%	·	·	2%	15%	-6%	-10%	·	·	0.2%[50 µM]	0.7	69
CCN1CCN(C(=O)NC2CC(=O)N(c3ccc(OC)cc3)C2)CC1 (centres undefined)	0.5%	i	16	-5%	4%	-8%	2%	6	-4	-0.2%	-0.1	55
CCc1nc(SCC(=O)N2CCCCC2)c2c(=O)n(C)c(=O)n(C)c2n1	0.5%	·	·	-8%	-11%	-6%	-1%	·	·	0.0%[50 µM]	-0.7	54
Cc1cccc(N(CC(=O)Nc2cccnc2)S(C)(=O)=O)c1	-0.3%	·	·	-4%	-1%	-6%	-7%	·	·	0.2%	-0.7	81
O=C(O)CCCCCNS(=O)(=O)c1cccc2nsnc12	1.7%	i	-1	-5%	3%	-7%	0%	·	·	0.6%	-2.0	93

Screening data: PubChem, several laboratories
